# KCNK9 inh = blocks the human KCNK9 two-pore domain potassium channel. Q9NPC2. HEK293 KCNK9, FluxOR thallium flux fluorescence; hits give low values. B-score at 10 µM. actives 1.2% (n = 310,000). AID 488922;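 active means ratio B-score over 3 SD below the library mean, with starting fluorescence within 5 SD of its mean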;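 further: negative B-score means less thallium flux so channel inhibition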
# Target sequence (Q9NPC2 whole entry, looked up, the tested form may be a part): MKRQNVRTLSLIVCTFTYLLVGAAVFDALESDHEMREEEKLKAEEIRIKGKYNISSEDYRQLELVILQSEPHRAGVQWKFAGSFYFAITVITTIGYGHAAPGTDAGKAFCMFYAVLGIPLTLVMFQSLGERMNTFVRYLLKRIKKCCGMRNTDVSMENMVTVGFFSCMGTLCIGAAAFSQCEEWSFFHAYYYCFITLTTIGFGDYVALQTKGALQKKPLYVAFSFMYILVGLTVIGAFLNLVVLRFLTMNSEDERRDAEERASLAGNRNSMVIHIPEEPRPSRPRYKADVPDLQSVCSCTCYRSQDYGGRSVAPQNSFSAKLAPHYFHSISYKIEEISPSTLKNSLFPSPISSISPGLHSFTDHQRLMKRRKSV
# KCNQ1 block = human KCNQ1 channel inhibition; B-score at 10 µM; actives 1.3% (n = 310,000); P51787; CHO-K1 KCNQ1, FluxOR thallium flux fluorescence; hits give high values;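 active means compounds whose thallium flux B-score, printed positive for inhibition, exceeds three library SD while starting fluorescence stays within three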;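 further: channel opened by potassium depolarization with thallium stimulus after 20 min compound exposure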
# Target sequence (P51787 whole entry, looked up): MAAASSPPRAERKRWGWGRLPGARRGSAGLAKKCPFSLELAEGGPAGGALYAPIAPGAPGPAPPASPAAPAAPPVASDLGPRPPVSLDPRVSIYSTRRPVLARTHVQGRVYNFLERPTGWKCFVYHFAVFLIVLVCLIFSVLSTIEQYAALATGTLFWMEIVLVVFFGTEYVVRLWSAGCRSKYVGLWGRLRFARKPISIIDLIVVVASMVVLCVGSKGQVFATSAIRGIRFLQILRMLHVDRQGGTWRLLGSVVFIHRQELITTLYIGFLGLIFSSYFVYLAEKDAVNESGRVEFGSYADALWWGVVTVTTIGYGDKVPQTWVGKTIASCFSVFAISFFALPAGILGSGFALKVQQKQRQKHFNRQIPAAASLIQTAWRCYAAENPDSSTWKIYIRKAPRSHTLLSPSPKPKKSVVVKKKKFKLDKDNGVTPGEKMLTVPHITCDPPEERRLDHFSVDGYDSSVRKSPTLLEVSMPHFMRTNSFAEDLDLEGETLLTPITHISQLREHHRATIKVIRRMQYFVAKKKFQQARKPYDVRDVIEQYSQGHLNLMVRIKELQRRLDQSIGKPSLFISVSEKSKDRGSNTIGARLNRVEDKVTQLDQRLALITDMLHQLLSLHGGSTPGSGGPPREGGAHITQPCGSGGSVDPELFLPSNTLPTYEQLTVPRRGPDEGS
# GSK3A inh = inhibitors of human GSK-3 alpha kinase; ADP-Glo luminescence, 60 min; actives 0.1% (n = 320,000); inhibition, % at 10 µM;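 in the data active means inhibition above about 50%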;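 further: GST-tagged GSK-3 alpha with peptide substrate and 25 µM ATP; 0% = DMSO neutral wells and 100% = GW8510 positive control wells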
# KCNK3 block = human KCNK3 channel inhibition, primary screen. O14649. B-score at 10 µM. actives 0.84% (n = 340,000). CHO-KCNK3 thallium flux, FluxOR fluorescence; hits give low values. AID 602410;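 active means B-score under library mean minus 4 SD, starting fluorescence ratio at most library mean plus 5 SD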;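 further: more negative B-score means stronger inhibition of thallium flux through KCNK3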
# KCNQ1 act = potentiates or activates the human KCNQ1 potassium channel; P51787; CHO-K1 KCNQ1, thallium flux FluxOR fluorescence; hits give high values; B-score at 10 µM; actives 0.35% (n = 310,000);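 active means fluorescence ratio B-score, a plate-corrected score, at least three library SD, with initial intensity B-score within 5 SD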
#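 Schedule – 37 °C overnight plating, 90-min dark dye load, 20-min compound pretreatment · System – stable KCNQ1 CHO-K1 line · Probe or stimulus – thallium- and potassium-containing depolarizing buffer · Measured by – kinetic FluxOR fluorescence, 10 s baseline plus 110 s post-stimulus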
# PolyA inhibitor = yeast polyadenylation inhibition. calls only at 12 µM. S. cerevisiae SKY197-pL101 polyadenylation reporter, beta-gal luminescence; efflux-impaired pdr1/pdr3 knockout yeast; score 100 = 6 SD above DMSO. AID 1875. actives 0.02% (n = 300,000);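 active means lowest replicate activity score at least 50, where 100 means six control SD above control mean; inconclusive means lowest score under 50 but half or more replicates reach 50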;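 further: yeast exposed to compound for 9 h at 30 °C; higher score means more reporter readthrough which indicates perturbed polyadenylation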
# HDAC3 inhib = inhibitors of human histone deacetylase 3 | recombinant HDAC3, fluorogenic peptide/trypsin coupled, fluorescence | inhibition, % at 8.3 µM | actives 0.15% (n = 320,000) | AID 2718 | O15379; in the data active means inhibition above about 26%, passing the limit was not always enough; inconclusive means no clear call, values can overlap the other calls
# GSK3beta inhib = inhibitors of human GSK3beta kinase. actives 0.038% (n = 300,000). P49841. activity score (negative = inhibition), % at 10 µM. GST-GSK3beta kinase, ADP-Glo luminescence, 60 min; hits give low values;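 active means more than half of replicate wells score below -50%, meaning over 50% inhibition versus plate controls; inconclusive means some replicates but at most half score below -50%; inactive means no replicate scores below -50%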;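 further: 0% = median DMSO wells and -100% = median GW8510 positive control wells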
#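 Assay system: GST-fused GSK3beta enzyme, cell-free / Medium: Tris pH 7.5 buffer with MgCl2, DTT, BSA, heparin / Also added: peptide substrate plus 25 µM ATP (final) / Compound: 10 µM single point / Timing: kinase reaction with compound 60 min at room temperature / Detection: ADP-Glo luminescence / Benchmarks: DMSO neutral wells and GW8510 at 20 µM as positive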
# hERG protect = shields human hERG channel from block by proarrhythmic agents. Q12809. CHO-hERG, FluxOR thallium flux, dofetilide IC70 present. activation (rescue from dofetilide block), less the hit threshold, % at 10 µM. actives 0.51% (n = 310,000). AID 1511;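 active means activation above the mean of controls blocked by dofetilide plus 5 SD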;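 further: thallium influx through hERG after potassium depolarization seen as dye fluorescence rise; in these data hits start at about 4.7%; inactives centre near -7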
# RGS4 pot = potentiators or activators of RGS4 | HEK293 M3R/inducible RGS4, carbachol calcium flux Fluo4; hits give low values | B-score at 10 µM | actives 0.92% (n = 310,000) | AID 463111;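 active means B-score of the integrated calcium signal more than 4 SD below the library mean, with starting fluorescence not abnormally high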;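 further: negative B-score means reduced calcium response which marks RGS4 activation or potentiation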
#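 Test system: HEK293 cells with stable M3R and inducible RGS4; also added: carbachol at ECmax as muscarinic agonist stimulus; schedule: dye loading 30 min 37 °C, buffer rest 30 min RT; technique: kinetic calcium fluorescence imaging with Fluo4-AM dye, 2 µM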
# DYRK1A inh = inhibitors of rat Dyrk1A kinase. Q63470. inhibition, % at 12.5 µM. AID 504441. actives 0.43% (n = 310,000). ADP-Glo luminescence, NFATc1 peptide; in the data active means inhibition above about 50%;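 further: plate controls were vehicle with enzyme for no effect and no enzyme for full effect; many of its hits are not listed in these tables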
# Starred values were filed as active, the others as inactive; i = inactive; ? = inconclusive; . = no result given. Only part of the results is shown; count on the stated rates, not on these rows.
# Under each structure – KCNK9 inh	KCNQ1 block	GSK3A inh	KCNK3 block	KCNQ1 act	PolyA inhibitor	HDAC3 inhib	GSK3beta inhib	hERG protect	RGS4 pot	DYRK1A inh
Cc1nc(-c2cc(-c3nc(-c4ccc(C(C)(C)C)cc4)no3)no2)cs1
 : i	i	-3.0	i	i	i	.	-1.6	-5.4	i	6.3
CC(=O)N1CCC(C(=O)Nc2ccc(S(=O)(=O)NCCc3ccccc3)cc2)CC1
 : i	i	0.3	i	i	i	1.6	-0.1	-3.0	i	-1.6
COc1cc(OC)c(/C=N/NC(=O)c2ccc(Cn3nc([N+](=O)[O-])cc3C)cc2)c(OC)c1
 : i	i	-1.9	.	i	i	-1.2	-0.3	-8.2	i	.
C=CCn1c(-c2ccccc2)nc(=S)c2c1CC(C)(C)OC2
 : i	i	-2.4	i	i	i	8.4	-3.6	-1.6	i	0.3
O=[N+]([O-])c1cnccc1Nc1ccccc1
 : i	i	0.8	i	i	i	2.8	0.8	-9.5	i	0.2
CCC(=O)Nc1nnc(SCc2cccc(F)c2)s1
 : i	i	-0.1	i	i	i	0.6	6.1	-26.6	i	-1.1
Cc1[nH]n(-c2ccccc2)c(=O)c1C=NC1CCCCC1
 : i	i	-4.4	i	i	i	16.2	2.2	-1.6	i	-8.3
O=C(NNC(=O)c1cccnc1Cl)c1ccc(F)cc1
 : i	i	13.2	i	i	i	2.5	-5.0	-7.6	i	-4.8
CC(C)c1ccc(S(=O)(=O)c2nnn3c2nc(NCC2CCCO2)c2ccccc23)cc1 (stereo unspecified)
 : i	i	-4.4	i	i	i	-7.1	-0.9	-11.1	i	-6.5
COc1cccc(/C(O)=C2/C(=O)C(=O)N(c3ccccn3)C2c2ccc(OC)c(OC)c2)c1 (stereo unspecified)
 : i	i	-0.6	i	i	i	-0.2	0.9	-11.5	i	0.3
CC1(C)CC(=O)C=C(NCCN2CCN(C(=O)Nc3ccc(Cl)c(Cl)c3)CC2)C1
 : i	i	0.6	i	i	i	1.4	-1.1	-12.1	i	1.2
COc1ccccc1NC(=O)COC(=O)c1ccc(S(=O)(=O)NCc2ccco2)cc1
 : i	i	0.4	i	i	i	-13.1	1.1	-5.6	i	-4.2
COc1cc(-c2n[nH]c(=S)n2/N=C/c2cccn2C)cc(OC)c1OC
 : i	i	0.4	i	i	i	?	4.9	-3.2	i	.
COc1ccc(-n2nc(C(=O)NCC(=O)Nc3cccc(C)n3)c3ccccc3c2=O)cc1
 : i	i	-2.7	i	i	i	-10.5	3.7	-1.4	i	0.9
CC(C)N(Cc1nccn1C)C(=O)CC1C(=O)NCCN1Cc1ccccc1C(F)(F)F (stereo unspecified)
 : i	i	0.7	i	i	i	1.0	1.4	-8.0	i	.
CCc1ccc(N2CN(CCc3ccccc3)CNC2=S)cc1
 : i	i	-1.3	i	i	i	3.5	0.9	-7.2	i	.
O=C(c1ccc(OC2CCN(C/C=C/c3ccccc3)CC2)cc1)N1CCCC1
 : i	i	-2.7	i	i	i	-2.3	0.4	-11.1	i	0.9
Cc1csc(CN(C)C(=O)CC2C(=O)NCCN2Cc2ccc(F)cc2Cl)n1 (stereo unspecified)
 : i	i	0.5	i	i	i	0.4	.	-9.5	i	.
O=C(c1ccc(Cl)cc1)[C@@H]1[C@@H]2C(=O)N(c3ccccc3)C(=O)[C@@H]2C2c3ccccc3C=NN21 (stereo partly specified)
 : i	i	-0.3	i	i	i	-1.8	-0.8	-2.2	i	-2.9
Cc1cccc(NC(=S)NC2CCCC2)c1C
 : i	i	-2.7	i	i	i	1.5	-0.6	-2.3	i	-4.2
Cc1cccc(NS(=O)(=O)c2ccc3[nH]c(=O)cc(C(=O)O)c3c2)c1
 : i	i	-3.0	i	i	i	-0.4	-0.2	-5.0	i	-1.3
Cc1onc(-c2ccccc2)c1C(=O)Nc1ccc(Br)cc1Cl
 : i	i	9.7	i	i	i	-1.9	0.2	-8.2	i	.
Cc1cc(C)nc(SC2CCCCC2NS(=O)(=O)c2ccccc2)n1 (stereo unspecified)
 : i	i	-0.9	i	i	i	4.0	0.9	-5.7	i	-3.0
Cc1cc(C)cc(-n2cnc3cc(C(=O)O)ccc32)c1
 : i	i	3.9	i	i	i	-1.1	0.1	3.3	i	-0.4
CSc1nc(-c2ccco2)nn1C(=O)c1ccccc1
 : i	i	-0.5	i	i	i	97.1*	-4.9	-7.5	i	-6.8
COc1cc(C=O)ccc1OC(=O)N1CCOCC1
 : i	i	-0.2	i	i	i	-4.7	6.3	-12.8	i	-3.8
O=C(Nc1ccc2ccccc2c1)c1cn(-c2ccccc2)nc1-c1cccs1
 : i	i	-0.9	i	i	i	-17.3	1.7	-12.3	i	1.6
CC1(C)Cc2cccc(OCC(=O)OCC(=O)Nc3cccc(S(N)(=O)=O)c3)c2O1
 : i	i	-2.7	i	i	i	3.0	-2.6	-9.6	i	20.0
CCN(CC)c1ccc(/C=N/NC(=S)NCc2ccc(OC)cc2)cc1
 : i	i	5.7	i	i	i	-3.3	-1.0	-3.5	i	3.8
Cc1ccc(S(=O)(=O)N2CCOCC2)cc1C(=O)Nc1nc2ccccc2[nH]1
 : i	i	-0.5	i	i	i	0.7	-0.8	-6.5	i	28.8

# Reformatted bar-delimited: nine of the compounds above
SMILES | KCNK9 inh | KCNQ1 block | GSK3A inh | KCNK3 block | KCNQ1 act | PolyA inhibitor | HDAC3 inhib | GSK3beta inhib | hERG protect | RGS4 pot | DYRK1A inh
Cc1onc(-c2ccccc2)c1C(=O)Nc1ccc(Br)cc1Cl | i | i | 9.7 | i | i | i | -1.9 | 0.2 | -8.2 | i | .
Cc1cc(C)nc(SC2CCCCC2NS(=O)(=O)c2ccccc2)n1 (stereo unspecified) | i | i | -0.9 | i | i | i | 4.0 | 0.9 | -5.7 | i | -3.0
Cc1cc(C)cc(-n2cnc3cc(C(=O)O)ccc32)c1 | i | i | 3.9 | i | i | i | -1.1 | 0.1 | 3.3 | i | -0.4
CSc1nc(-c2ccco2)nn1C(=O)c1ccccc1 | i | i | -0.5 | i | i | i | 97.1* | -4.9 | -7.5 | i | -6.8
COc1cc(C=O)ccc1OC(=O)N1CCOCC1 | i | i | -0.2 | i | i | i | -4.7 | 6.3 | -12.8 | i | -3.8
O=C(Nc1ccc2ccccc2c1)c1cn(-c2ccccc2)nc1-c1cccs1 | i | i | -0.9 | i | i | i | -17.3 | 1.7 | -12.3 | i | 1.6
CC1(C)Cc2cccc(OCC(=O)OCC(=O)Nc3cccc(S(N)(=O)=O)c3)c2O1 | i | i | -2.7 | i | i | i | 3.0 | -2.6 | -9.6 | i | 20.0
CCN(CC)c1ccc(/C=N/NC(=S)NCc2ccc(OC)cc2)cc1 | i | i | 5.7 | i | i | i | -3.3 | -1.0 | -3.5 | i | 3.8
Cc1ccc(S(=O)(=O)N2CCOCC2)cc1C(=O)Nc1nc2ccccc2[nH]1 | i | i | -0.5 | i | i | i | 0.7 | -0.8 | -6.5 | i | 28.8

# (further entries)
# Under each structure – KCNK9 inh	KCNQ1 block	GSK3A inh	KCNK3 block	KCNQ1 act	PolyA inhibitor	HDAC3 inhib	GSK3beta inhib	hERG protect	RGS4 pot	DYRK1A inh
COc1ccc(NC(=O)c2cc([N+](=O)[O-])ccc2O)cc1
 : i	i	-0.3	i	i	i	3.9	1.2	-7.7	i	31.8
O=C(NCCCN1CCCC1)[C@H](CSCc1ccccc1)N1Cc2ccccc2C1=O
 : i	i	-1.5	i	i	i	1.0	-3.9	-6.6	i	0.2
CCOc1ccc(N(CC(=O)NC2CCCCC2C)S(=O)(=O)c2c(C)noc2C)cc1 (stereo unspecified)
 : i	i	-2.8	i	i	i	-2.9	2.4	-6.0	i	-11.0
O=c1c2cc(-c3ccccc3)sc2ncn1/N=C/c1ccco1
 : i	i	-0.5	i	i	i	1.1	1.2	-4.2	i	13.2
Cc1[nH]c2ccccc2c1C(=O)CSc1nc2cc(S(=O)(=O)N3CCCCC3)ccc2o1
 : i	i	-18.8	i	i	i	-1.5	-0.4	-16.5	i	0.1
COc1ccc(C(C(=O)NCC2CCCO2)N(Cc2cccs2)C(=O)c2snc(C(N)=O)c2N)cc1 (stereo unspecified)
 : i	i	-0.1	i	i	i	-6.9	-0.6	-12.7	i	0.2
Fc1cnc(N2CCOCC2)nc1NCc1ccccc1
 : i	i	-1.0	i	i	i	-0.3	-2.7	-8.6	i	7.2
CCOc1ccc2nc(SCc3ccc(C(=O)OC)o3)[nH]c2c1
 : i	i	-2.2	i	i	i	7.0	1.1	-14.6	i	4.4
CCOC(=O)c1c2ccccc2[n+]([O-])n1[C@@H](C)C(N)=O
 : i	i	0.8	i	i	i	-5.2	2.9	-7.3	i	5.0
CCN(CC)S(=O)(=O)c1cc(Br)c(C)cc1OC
 : i	i	1.6	i	i	i	5.2	9.4	-4.0	i	-7.0
O=S(=O)(c1cccc2nsnc12)N1CCCCC1
 : i	i	-1.3	i	i	i	-3.5	1.0	-7.9	i	8.0
CCn1c(SCC(=O)Nc2cc(C)ccc2C)nnc1-c1cnccn1
 : i	i	-5.7	i	i	i	5.9	0.9	-8.8	i	-1.8
O=C(NCc1cccc(Cl)c1)c1cc(=O)[nH]c2ccccc12
 : i	i	-4.4	i	i	i	-1.0	1.1	-2.4	i	-0.9
CC(C)C1Nc2ccc(C(=O)NC3CCCCC3)cc2NC1=O (stereo unspecified)
 : i	i	-3.9	i	i	i	-0.5	-1.7	-6.5	i	-4.9
Cc1oc(-c2ccc(Cl)cc2)nc1CS(=O)CC(=O)NC1CCCCCC1 (stereo unspecified)
 : i	i	-1.1	i	i	i	-6.6	-2.5	-4.9	i	0.1
O=C(Nc1cccc(F)c1)C1C2C=CC3(CN(CCCN4CCOCC4)C(=O)C13)O2 (stereo unspecified)
 : i	i	2.1	i	i	i	-0.9	-7.0	-14.0	i	4.8
CCOC(=O)N1CCN(c2c(N3CCOCC3)c(=O)c2=O)CC1
 : i	i	-1.3	i	i	i	12.0	1.0	-7.0	i	0.1
FC(F)(F)c1ccncc1-c1nnc(C2CCCCC2)o1
 : i	i	-1.6	i	i	i	-5.6	2.7	-8.6	i	5.3
